Screening results from PubChem.
TNAP act DEA – human TNAP activation, intermediate phosphate acceptor; purified TNAP, CDP-star luminescence, 100 mM DEA, 30 min; hits give high values; scale: 0 levamisole-inhibited, 1 vehicle-only enzyme; activation factor at 20 µM; 64,000 tested, under 10 active;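 active means activation factor of at least 2 at 20 µM, relative to controls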
SF1 activator – activates the human nuclear receptor SF-1; actives 1.9% (n = 65,000); AID 522; activation, % at 10 µM; CHO-K1 Gal4-SF-1 LBD luciferase reporter; % increase over DMSO SF-1-specific signal; Q13285;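 active means activation above the mean activation of all tested compounds plus 3 SD, cut at about 50% in these data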
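Assay system: CHO-K1 cells co-transfected with Gal4 DBD–human SF-1 LBD, 5xGal4 luciferase reporter; doses: 10 µM only; incubation: 20 h compound exposure at 37 °C after 1 h cell settling; signal: luciferase light emission; evaluation: percent activation versus DMSO; repeats: one test per compound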
D1 mod – allosteric modulators of human D1 dopamine receptor; B-score at 10 µM; HEK293 D1, CRE-luciferase, dopamine EC30 potentiation; actives deviate in either direction; AID 641; P21728; actives 5.9% (n = 58,000);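 active means luminescence count or its row- and column-corrected plate score outside the 99.7% band of the plate's sample wells, on either side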
Target sequence (P21728 whole entry, looked up): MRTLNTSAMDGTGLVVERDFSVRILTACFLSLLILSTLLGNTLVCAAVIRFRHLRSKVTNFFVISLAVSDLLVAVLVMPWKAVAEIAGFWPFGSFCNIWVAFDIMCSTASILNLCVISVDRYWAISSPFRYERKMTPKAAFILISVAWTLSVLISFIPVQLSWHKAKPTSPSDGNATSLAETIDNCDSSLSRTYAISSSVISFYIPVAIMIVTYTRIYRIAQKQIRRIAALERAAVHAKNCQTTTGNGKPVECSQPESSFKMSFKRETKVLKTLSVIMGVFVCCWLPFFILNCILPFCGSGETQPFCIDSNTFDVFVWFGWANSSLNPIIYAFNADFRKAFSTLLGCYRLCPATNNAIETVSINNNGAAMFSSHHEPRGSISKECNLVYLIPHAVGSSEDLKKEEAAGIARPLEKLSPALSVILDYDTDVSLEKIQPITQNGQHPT
Her2 expr inh – inhibitors of human Her2 kinase expression | P04626 | SKBR-3 HER2 protein level, AlphaScreen, 18-24 h; hits give low values | actives 0.69% (n = 65,000) | HER2 level % of control, % at 10 µM | AID 645;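 active means HER2 level under 5% of the carrier-only control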;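 further: 100% = DMSO carrier and 0% = 500 nM PU-H71 HSP90 inhibitor; lower value means stronger loss of Her2 protein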
RORA act – activators of human nuclear receptor RORA. P35398. CHO-K1 Gal4-RORA LBD luciferase reporter, luminescence; percent increase over mock-subtracted basal signal. activation, % at 10 µM. actives 1.5% (n = 65,000). AID 560;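 active means activation above the mean of all tested compounds plus 3 SD, cut at about 49% in these data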;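 further: 0% = DMSO-treated RORA cells and 100% = added signal equal to DMSO minus mock-transfected cells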
DUSP1 inh – blocks human MKP-1 phosphatase activity; P28562; inhibition, %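 (compounds tested at a single concentration somewhere between 10 and 100 µM)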; recombinant MKP-1, OMFP hydrolysis fluorescence; actives 0.15% (n = 65,000);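 active means inhibition above about 50%, limit read from the data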;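 further: 0% = DMSO max control wells and 100% = wells with enzyme stopped by NaOH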
Target sequence (P28562 whole entry, looked up): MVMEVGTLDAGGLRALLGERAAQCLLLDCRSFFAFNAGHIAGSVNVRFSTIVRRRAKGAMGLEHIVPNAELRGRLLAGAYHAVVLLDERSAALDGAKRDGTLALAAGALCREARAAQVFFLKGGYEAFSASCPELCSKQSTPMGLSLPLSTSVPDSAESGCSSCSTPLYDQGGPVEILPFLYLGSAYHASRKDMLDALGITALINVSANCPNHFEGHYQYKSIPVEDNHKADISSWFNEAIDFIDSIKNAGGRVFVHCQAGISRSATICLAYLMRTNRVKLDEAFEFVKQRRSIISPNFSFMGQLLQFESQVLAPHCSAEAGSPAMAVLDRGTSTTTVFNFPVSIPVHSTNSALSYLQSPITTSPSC
FXIIa inh mix – blocks human factor XIIa in pooled compound mixtures; P00748; purified FXIIa, fluorogenic substrate; inhibition, % at 5 µM; actives 0.2% (n = 62,000); AID 684; in the data active means inhibition above about 20%, passing the limit was not always enough;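 further: 0% = enzyme without compound and 100% = no enzyme blank; some results filed as inactive read as strong as hits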
Hsp90 block – displaces geldanamycin probe from tumor Hsp90; NCI-N417 lysate Hsp90, Cy3B-geldanamycin FP displacement; inhibition, % at 30 µM; actives 0.35% (n = 64,000); AID 429;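 active means inhibition above 50%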;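 further: 0% = tracer plus lysate wells and 100% = tracer alone without lysate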
Cdc25B block – human M-phase inducer phosphatase 2 inhibition. actives 0.1% (n = 65,000). inhibition, %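 (compounds tested at 10 µM final in the well)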. AID 368. recombinant Cdc25B, OMFP fluorescence Ex485/Em525; in the data active means inhibition above about 50%
* marks the source's active call; other numbers are inactive results; · = not tested or not shown.

[1] COc1ccc(/C=N/n2cnnc2SCc2ccccc2)cc1
[2] Cc1cc(OCC(=O)N2CCOCC2)cc2oc(=O)c3ccccc3c12
[3] C#CCn1c(=NC(=O)CSCC(=O)N2CCOCC2)sc2ccccc21
[4] CCOC(=O)C1=C(C)NC2=C(C(=O)CCC2)C1c1cc(OC)ccc1OC (configuration not stated)
[5] CCNC(=O)CN(c1ccc(CC)cc1)S(C)(=O)=O
[6] Cc1ccc(S(=O)(=O)Cn2nnnc2C(CC(C)C)N2CCN(C(=O)c3ccco3)CC2)cc1 (configuration not stated)
[7] Cc1nc(NC(=O)c2ccco2)sc1C(=O)Nc1ccc(Br)cc1
[8] N#Cc1c(N)nc2c(c1-c1cccc(O)c1)CCCCCC2
assay / compound	1	2	3	4	5	6	7	8
TNAP act DEA	0.8	0.8	·	0.9	0.9	0.9	0.9	0.8
SF1 activator	-19	8	0	2	·	-8	4	-14
D1 mod	0.015	3.8	·	0.9	-0.7	·	0.0062	·
Her2 expr inh	88	106	57	107	117	93	-3.0*	68
RORA act	-1	2	-20	0	·	-24	23	-18
DUSP1 inh	16	7	14	9	5	13	-6	-23
FXIIa inh mix	13	6	·	7	10	4	0	2
Hsp90 block	-3	-2	-1	-1	·	-1	2	0
Cdc25B block	-4	-4	-3	-4	-13	-14	-4	-14

[9] O=C(Cc1ccc(F)cc1)N(c1ccc(F)cc1)C1C=CS(=O)(=O)C1 (configuration not stated)
[10] Cc1ccc(C)c(C(=O)c2c(C)nc3sccn23)c1
[11] Cc1ccc2nsnc2c1S(=O)(=O)N(Cc1cc2cccc(C)c2[nH]c1=O)CC1CCCO1 (configuration not stated)
[12] Cn1nnc(NC(=O)CSc2ncn[nH]2)n1
[13] Cc1ccc2nc(SCC(=O)NCC3CCCO3)c(C#N)cc2c1 (configuration not stated)
[14] COc1ccc(Cl)cc1NC(=O)CSc1nncn1-c1cccnc1
[15] COC(=O)c1cc(OC)c(OC)cc1NC(=O)CN1CCCCC1
[16] Cc1ccc2oc3c(c(=O)c2c1)C(c1ccc(F)cc1)N(CCCN1CCOCC1)C3=O (configuration not stated)
assay / compound	9	10	11	12	13	14	15	16
TNAP act DEA	1	1	0.8	1	0.9	1	1	1
SF1 activator	-2	-1	0	4	-7	20	7	12
D1 mod	-0.073	·	-5.1*	·	-0.33	0.16	-0.91	1.4
Her2 expr inh	89	92	88	107	101	97	75	123
RORA act	27	-14	-6	-7	21	14	11	4
DUSP1 inh	1	-5	22	-9	4	-2	4	18
FXIIa inh mix	7	4	-2	5	-7	12	3	6
Hsp90 block	-3	2	-2	-3	-6	-1	-4	-1
Cdc25B block	-2	3	-16	2	-11	9	-14	-2

[17] Cc1nnc(N2CCc3ccccc3C2)[nH]c1=O
[18] O=C(O)c1cccc(NC(=O)C2C3C=CC(C3)C2C(=O)OCC(F)(F)C(F)F)c1 (configuration not stated)
[19] O=C(c1ccco1)N1CCN(S(=O)(=O)c2cccc(C(F)(F)F)c2)CC1
[20] N#CCSc1nc2sc3c(c2c(=O)n1C1CCCCC1)CCCC3
[21] CN(C)S(=O)(=O)c1cc(C(=O)NCCCn2ccc3ccccc32)ccc1Cl
[22] CCC(C)n1[nH]c(=O)cc1N (configuration not stated)
[23] CCOC(=O)N1CCN(C(=O)c2ccc(CS(=O)(=O)c3ccc(OC)cc3)o2)CC1
[24] O=C(C1CSC2(c3ccc(F)cc3)CCC(=O)N12)N1CCCCCC1 (configuration not stated)
assay / compound	17	18	19	20	21	22	23	24
TNAP act DEA	0.9	0.9	1	0.9	0.9	1	0.9	0.9
SF1 activator	-18	-2	-15	-4	15	3	2	14
D1 mod	0.29	-0.61	1.7	·	0.021	-0.018	0.66	0.64
Her2 expr inh	97	83	89	77	92	125	124	82
RORA act	-9	-3	-12	-5	5	3	24	-6
DUSP1 inh	4	1	5	-20	10	-16	0	-2
FXIIa inh mix	2	12	3	·	0	-14	-4	-2
Hsp90 block	-5	0	2	-7	-6	3	-1	-4
Cdc25B block	-11	-3	0	-22	4	-7	-1	-1

[25] Cc1c(N=C/C=C2\N(C)c3ccccc3C2(C)C)c(=O)n(-c2ccccc2)n1C
[26] COCCNC(=O)C1CCN(S(=O)(=O)c2ccccc2)CC1
[27] CCOC(=O)c1cc(-c2ccccc2)sc1NC(=O)C(C)Sc1nnnn1C (configuration not stated)
[28] CCN(C(=O)CSc1ncn[nH]1)c1cccc2ccccc12
[29] N#CC1=C(SCc2ccccc2)NC(=O)C(C#N)C12CCCC2 (configuration not stated)
[30] CC(C)OC(=O)C1C(=O)CC(C)(O)C(C(=O)OC(C)C)C1c1cccnc1 (configuration not stated)
[31] CCCN(Cc1cc2cc(OC)ccc2[nH]c1=O)C(=O)c1ccncc1
[32] Cc1nc2c(-c3ccc(F)cc3)c(C)nn2c(N2CCOCC2)c1C
assay / compound	25	26	27	28	29	30	31	32
TNAP act DEA	0.9	1	0.9	0.9	0.8	0.9	0.8	1
SF1 activator	7	-4	-15	16	10	8	-7	3
D1 mod	-1.7	-0.53	1.9	0.37	-0.43	0.75	0.19	0.11
Her2 expr inh	100	107	106	109	88	106	65	101
RORA act	-13	-3	-24	-6	-4	-14	9	-13
DUSP1 inh	-24	4	30	-6	8	-7	-5	3
FXIIa inh mix	9	9	-5	9	1	-17	3	3
Hsp90 block	0	-2	-4	2	-1	1	-8	-2
Cdc25B block	-5	-11	-12	-17	3	-7	-1	-11

[33] COc1cccc(N2CCN(C(=O)C3C4C=CC5(CN(Cc6ccccc6Cl)C(=O)C35)O4)CC2)c1 (configuration not stated)
[34] O=C(C1CCCN(S(=O)(=O)c2cnc[nH]2)C1)N1CCN(c2ccc(Cl)cc2)CC1 (configuration not stated)
[35] O=C(c1cccnc1NCc1ccccc1)N1CCOCC1
[36] Cc1nc(N2CCCCC2)c2sc(=S)n(C)c2n1
[37] CCOc1ccc(N(CC(=O)N2CCCC2)S(=O)(=O)c2c(C)noc2C)cc1
[38] Cc1cc(Cl)cc(Cl)c1OCC(=O)NCc1ccco1
[39] CN(C)c1ccc(NC(=O)c2ccncc2)c2ccccc12
[40] COc1cc(NC(=O)CCN2CCN(Cc3ccccc3)CC2)cc(OC)c1
assay / compound	33	34	35	36	37	38	39	40
TNAP act DEA	1	0.9	0.8	0.9	1	0.9	0.9	1
SF1 activator	-6	2	-2	-11	20	-15	12	·
D1 mod	-0.32	-0.15	-0.0057	8.2*	2.1	-0.39	0.15	0.16
Her2 expr inh	111	82	70	93	95	50	133	81
RORA act	3	15	-11	-17	-4	-34	2	·
DUSP1 inh	13	8	-18	11	6	4	1	8
FXIIa inh mix	3	15	4	5	-5	4	-1	-4
Hsp90 block	0	-2	-3	-1	-5	-4	-2	·
Cdc25B block	-5	-5	0	6	-1	3	-12	-20

[41] CCCCOC(=O)Nc1ccc(N2CCOCC2)cc1
[42] CCCC(=O)Nc1ccc(C(=O)N2CCCC2)cc1
[43] Cc1nnc(SCC(=O)Nc2cccc(C(F)(F)F)c2)n1Cc1ccco1
[44] Cc1cccnc1NC(=O)Nc1cccc(C(F)(F)F)c1
[45] COc1ccc(N2C(=O)C3CCCN3C2c2ccccc2F)cc1 (configuration not stated)
[46] O=C(COc1ccc(Cl)cc1)Nc1ccccc1N1CCOCC1
[47] c1cc2c(cc1-c1cnc3n1CCC3)OCCO2
[48] O=C(CSc1nnc(-c2cccnc2)n1Cc1ccco1)NCc1ccc2c(c1)OCO2
assay / compound	41	42	43	44	45	46	47	48
TNAP act DEA	1	1	0.9	1	0.9	0.9	1	0.9
SF1 activator	35	7	4	-5	4	-8	-3	8
D1 mod	·	-0.36	1.1	1.3	-0.69	0.25	-2.8	0.49
Her2 expr inh	119	82	90	137	92	117	103	124
RORA act	42	-6	-13	-5	-15	-6	-3	1
DUSP1 inh	-3	26	-19	6	-5	10	-1	-26
FXIIa inh mix	8	6	-17	8	2	15	-2	2
Hsp90 block	18	-14	-3	-2	-1	-2	0	0
Cdc25B block	-4	5	-12	-6	-8	-10	4	3

Next part (4 carried over from the part before).
[45] COc1ccc(N2C(=O)C3CCCN3C2c2ccccc2F)cc1 (configuration not stated)
[46] O=C(COc1ccc(Cl)cc1)Nc1ccccc1N1CCOCC1
[47] c1cc2c(cc1-c1cnc3n1CCC3)OCCO2
[48] O=C(CSc1nnc(-c2cccnc2)n1Cc1ccco1)NCc1ccc2c(c1)OCO2
[49] CCN1CCN(C(=O)c2oc(=O)c3ccccc3c2-c2ccc(C)cc2)CC1
[50] CC1(C)Cc2cccc(OCC(=O)N3CCN(S(=O)(=O)c4ccc(F)cc4)CC3)c2O1
[51] CC1CCc2cc(F)ccc2N1C(=O)CSc1nnc(-c2cccs2)n1C (configuration not stated)
[52] CCc1nc(N2CCCC2C(=O)O)c2oc3ccccc3c2n1 (configuration not stated)
[53] COc1ccccc1NC(=O)N(Cc1ccco1)Cc1cc2cccc(C)c2[nH]c1=O
[54] Cc1ccc(NC(=O)C2C(=O)N(CCO)C3(C)CC2c2ccccc2O3)cc1 (configuration not stated)
[55] Nc1nnc(SCCOc2ccc(Br)cc2)s1
[56] c1ccc(-n2ncc3c(NCc4ccccn4)ncnc32)cc1
assay / compound	45	46	47	48	49	50	51	52	53	54	55	56
TNAP act DEA	0.9	0.9	1	0.9	0.9	1	0.9	0.9	0.9	0.9	0.9	1
SF1 activator	4	-8	-3	8	2	7	-9	6	-6	18	32	11
D1 mod	-0.69	0.25	-2.8	0.49	0.44	1.1	-0.016	1	-0.0021	0.2	·	-0.77
Her2 expr inh	92	117	103	124	104	91	93	92	81	79	87	122
RORA act	-15	-6	-3	1	14	21	1	-8	1	48	5	6
DUSP1 inh	-5	10	-1	-26	-1	3	3	-13	4	4	21	0
FXIIa inh mix	2	15	-2	2	10	2	-5	7	-1	7	-23	17
Hsp90 block	-1	-2	0	0	-1	-1	-1	3	-3	0	1	1
Cdc25B block	-8	-10	4	3	-5	-18	2	0	3	8	-17	0

[57] CCN(CC)c1ccc(-c2c(C#N)c(N)nc(OC)c2C#N)cc1
[58] Cc1cc(C)c(OCC(=O)Nc2ccccc2N2CCOCC2)c(C)c1
[59] O=C(CSc1nnc(CNc2ccc(Cl)cc2)o1)Nc1nc2c(s1)CCCC2
[60] CCOc1ccc(C(CC(=O)O)NC(=O)c2ccco2)cc1OC (configuration not stated)
[61] O=C(CCCC(=O)N1CCCc2ccccc21)N1CCCc2ccccc21
[62] O=C(Nc1ccc(NC(=O)c2ccco2)nc1)c1cccnc1
[63] CCOc1cc(C2c3c(oc4cc(C)c(Cl)cc4c3=O)C(=O)N2Cc2ccco2)ccc1O (configuration not stated)
assay / compound	57	58	59	60	61	62	63
TNAP act DEA	1	0.9	0.8	0.9	0.8	0.9	0.9
SF1 activator	-24	-18	5	16	-15	55*	-7
D1 mod	0.32	-0.054	-0.68	0.81	-0.27	-3.8	0.064
Her2 expr inh	92	172	88	133	77	69	70
RORA act	0	3	-15	1	-6	22	3
DUSP1 inh	3	7	2	-12	20	1	14
FXIIa inh mix	1	0	7	4	1	3	0
Hsp90 block	2	-2	1	-1	·	-2	-5
Cdc25B block	3	-13	-11	-4	-14	3	12

Ordered by SMILES length (low to high): some entries from above.
[22] CCC(C)n1[nH]c(=O)cc1N (configuration not stated)
[57] CCN(CC)c1ccc(-c2c(C#N)c(N)nc(OC)c2C#N)cc1
[48] O=C(CSc1nnc(-c2cccnc2)n1Cc1ccco1)NCc1ccc2c(c1)OCO2
assay / compound	22	57	48
TNAP act DEA	1	1	0.9
SF1 activator	3	-24	8
D1 mod	-0.018	0.32	0.49
Her2 expr inh	125	92	124
RORA act	3	0	1
DUSP1 inh	-16	3	-26
FXIIa inh mix	-14	1	2
Hsp90 block	3	2	0
Cdc25B block	-7	3	3

Compounds were not picked by outcome; 8.9% or so of the library scored in one or more.
